# Screening results as filed in PubChem.
# TbMetRS inhib – blocks T. brucei methionyl-tRNA synthetase activity. purified T. brucei MetRS, ATP depletion, Kinase-Glo luminescence. inhibition, % at 11.9 µM. 360,000 tested, 0.4% active;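 active = inhibition above a per-plate cutoff of the control wells' mean inhibition plus 3 SD, cut at about 5.5% in these data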;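 also: 0% = DMSO wells median and 100% = median of wells with control inhibitor compound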
#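 Dosing: 11.9 µM single point; system: parasite MetRS enzyme; technique: luminescence of leftover ATP; times: 15 min enzyme-compound preincubation, 2 h reaction, 10 min detection, 25 °C; replicates: each compound tested once; read-out basis: percent inhibition relative to median high and low control wells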
# MsrA inh – inhibitors of bovine MsrA | purified bovine MsrA, absorbance read-out | inhibition, % at 15.5 µM | 360,000 tested, 0.75% active | AID 651718; in the data active = inhibition above about 4.5%;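 also: 0% = vehicle wells with enzyme and 100% = reference inhibitor wells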
# Scp1 inh – blocks human Scp-1 phosphatase activity. inhibition, % at 20 µM. Recombinant Scp1, phosphopeptide, malachite green phosphate absorbance. Q9GZU7. 340,000 tested, 0.88% active;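 active = inhibition above about 50% at 20 µM, limit read from the data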;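 also: plate controls were DMSO wells with enzyme for no effect and wells lacking enzyme for full effect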
# Target sequence (Q9GZU7 76-261 limits assumed): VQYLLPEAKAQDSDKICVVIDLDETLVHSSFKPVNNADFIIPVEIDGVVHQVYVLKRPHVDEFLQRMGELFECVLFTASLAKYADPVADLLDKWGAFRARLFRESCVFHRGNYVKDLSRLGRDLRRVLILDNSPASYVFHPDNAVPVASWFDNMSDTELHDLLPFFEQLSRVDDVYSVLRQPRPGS
#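 Test system: SCP-1 phosphatase catalytic domain, residues 76-261 | Compound dosing: One concentration, 20 µM, with 1.0% DMSO | Schedule: 45 min room-temperature reaction, 5 min colour, 30 min stabiliser | Detection: Absorbance at 630 nm | Read-out basis: % inhibition of SCP-1 phosphate liberation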
# NadD block – inhibitors of Staphylococcus aureus NadD; purified NadD enzyme, colorimetric absorbance read-out; inhibition, % at 20 µM; 360,000 tested, 0.78% active; in the data active = inhibition above about 26%; also: some compounds past the cut are filed as inactive
# DNMT1 inh – DNMT1 (human) enzyme inhibition. P26358. DNMT1 molecular beacon, Hinp1I cleavage, fluorescence. AID 588458. inhibition (reported as % activation of signal), % at 10 µM. 360,000 tested, 0.83% active; in the data active = inhibition above about 50%
# STEP block – blocks human striatal-enriched tyrosine phosphatase | recombinant STEP, OMFP fluorogenic substrate, fluorescence | inhibition, % at 20 µM | 360,000 tested, 0.25% active | AID 588621;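 active = inhibition at 20 µM, scaled per plate between control wells, above about 37%, limit read from the data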;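 also: 0% = DMSO with enzyme and substrate and 100% = substrate only without enzyme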
#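 material = STEP tyrosine phosphatase | reagent = fluorogenic phosphatase substrate OMFP at 25 µM final | doses = single compound dose of 20 µM, 1% DMSO final | schedule = 20 min reaction, room temperature, in the dark | measured by = fluorescence, 480/540 nm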
# Rpn11 block – Rpn11 (human) deubiquitinase inhibition; AID 588493; human 26S proteasome, Ub4-pepOG fluorescence polarization; 20S core pre-blocked with epoxomicin; 360,000 tested, 0.59% active; calls only at 20 µM; O00487;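 active = inhibition at 20 µM, scaled to each plate's controls, above about 33%, limit read from the data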
# CSN inh – blocks human CSN-mediated cullin deneddylation; inhibition, % at 12.5 µM; Q92905; AID 651999; Purified CSN, SCF-Nedd8-OG deneddylation, fluorescence polarization; 360,000 tested, 0.38% active;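 active = pattern-corrected inhibition above about 35%, with an unprinted fluorescence ratio check between 0.5 and 1.5, limit read from the data, passing the limit was not always enough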;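 also: 0% = enzyme with substrate and 100% = substrate without enzyme; some results filed as inactive read as strong as hits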
# Target sequence (Q92905 whole entry, looked up, one chain of several): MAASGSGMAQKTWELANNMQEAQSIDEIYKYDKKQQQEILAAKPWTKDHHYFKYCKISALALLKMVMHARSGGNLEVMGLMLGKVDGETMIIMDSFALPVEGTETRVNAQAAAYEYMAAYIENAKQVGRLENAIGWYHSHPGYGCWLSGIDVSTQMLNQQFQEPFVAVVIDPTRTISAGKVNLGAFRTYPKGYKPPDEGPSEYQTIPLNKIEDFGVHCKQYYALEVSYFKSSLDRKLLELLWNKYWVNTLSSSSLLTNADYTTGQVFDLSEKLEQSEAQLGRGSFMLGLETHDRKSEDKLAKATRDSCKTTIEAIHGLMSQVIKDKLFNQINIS
#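 Assay system: Purified human Csn5 enzyme expressed in HEK293T cells | Amount: Enzyme 0.24 nM | Measured by: Fluorescence polarization readout | Medium: Tris/NaCl/DTT buffer, pH 7.5 | Compound dosing: One concentration, 12.5 µM, 0.25% DMSO | Times: 90 min incubation of compound, enzyme and substrate at room temperature | Control set: no-enzyme wells high, enzyme-with-substrate wells low | Read-out: % inhibition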
# LMPTP inh – blocks human LMPTP phosphatase; AID 651560; P24666; inhibition, % at 20 µM; recombinant LMPTP-A, OMFP fluorogenic substrate, fluorescence intensity; 360,000 tested, 0.22% active;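 active = compounds that cut the enzyme signal by at least half of the control window in the single-dose screen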;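 also: plate controls were DMSO wells with enzyme plus substrate for no effect and substrate without enzyme for full effect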
# Target sequence (P24666 whole entry, looked up): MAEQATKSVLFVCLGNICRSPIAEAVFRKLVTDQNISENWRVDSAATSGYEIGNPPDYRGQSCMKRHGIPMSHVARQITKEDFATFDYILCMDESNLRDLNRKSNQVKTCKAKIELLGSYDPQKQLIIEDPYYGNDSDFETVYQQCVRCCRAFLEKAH
#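 test system = LMPTP-A | amount = 0.625 nM LMPTP-A final | reagent = fluorogenic phosphatase substrate OMFP at 400 µM final | incubation = 50 min at room temperature | benchmarks = no-enzyme low control, uninhibited high control | medium = Bis-Tris pH 6.0, DTT, detergent | signal = fluorescence intensity of OMFP turnover product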
# SUMO1-SIM PPI – alters human SUMO1 binding to SIM partners; P63165; SUMO1 binding to a labelled peptide, TR-FRET, 1 h; inhibition, % at 20 µM; 360,000 tested, 0.33% active; AID 602429; in the data active = inhibition above about 37%
# Target sequence (P63165 whole entry, looked up): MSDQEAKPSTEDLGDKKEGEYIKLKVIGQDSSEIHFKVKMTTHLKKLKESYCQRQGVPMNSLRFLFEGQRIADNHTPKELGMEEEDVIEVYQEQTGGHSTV
# * = called active by the depositor; i = inactive; . = not tested or not shown; & = joins results of further samples.
SMILES,TbMetRS inhib,MsrA inh,Scp1 inh,NadD block,DNMT1 inh,STEP block,Rpn11 block,CSN inh,LMPTP inh,SUMO1-SIM PPI
CO/N=C/c1ccc(N2CCN(C(=O)c3cccc(C(F)(F)F)c3)CC2)c([N+](=O)[O-])c1,0.5,0.0,-12,2,-4,1,i,-3,3.7,-24
Nc1c(N(CCC2=CCCCC2)C(=O)Cc2ccc(F)cc2)c(=O)[nH]c(=O)n1Cc1ccccc1,-0.1,-0.2,-5,5,0,0,i,-8,-2.3,4
COc1ccc(C2=NN(C(=O)c3ccc(Cl)c([N+](=O)[O-])c3)C(c3ccccc3)C2)cc1 (stereo not drawn),0.0,0.7,-4,7,-2,2,i,-1,1.8,0
O=C(CCCCCCCCN1C(=O)c2ccccc2C1=O)N1CCOCC1,0.1,-0.2,-7,0,-2,0,i,4,-1.7,-7
CC1CCN(CC(O)COCCOc2ccc(Br)cc2)CC1 (stereo not drawn),0.0,-0.1,-5,-4,1,-3,i,-8,-1.2,0
Cn1c(N)c(Br)c(-c2ccc(F)cc2)c(C#N)c1=O,-0.7,3.3,-2,-4,7,0,i,-7,-1.4,1
O=C(Nc1cccc(S(=O)(=O)N2CCOCC2)c1)c1cc(S(=O)(=O)N2CCOCC2)c(Cl)cc1Cl,-0.2,-0.7,-8,5,0,-1,i,0,-0.5,1
CN(c1nnc(N)s1)C1CCCCC1,0.1,0.9,-8,-2,1,-3,i,-2,-0.2,8
CCCCn1c(N)c(N(CCC(C)C)C(=O)c2cccc(N3C(=O)c4ccccc4C3=O)c2)c(=O)[nH]c1=O,-0.3,-0.1,-1,4,-1,-1,i,-1,-2.0,-14
CC(Nc1ccc(Br)cc1)C(=O)Nc1cccc(S(=O)(=O)N2CCOCC2)c1 (stereo not drawn),-0.3,-0.5,-5,-4,-2,-1,i,-2,-0.3,5
Cc1ccc(S(=O)(=O)N2CCOCC2)cc1C(=O)OCC(=O)NCCc1ccccc1,-0.2,-0.8,-4,-2,0,-1,i,-1,-0.5,2
CC/C(C)=N/N1C(=O)c2ccccc2NC1(C)CC (stereo not drawn),-0.4,1.5,-1,0,3,-1,i,-3,-0.1,2
COCc1c(C(=O)NC(C)c2ccc(S(N)(=O)=O)cc2)oc2ccccc12 (stereo not drawn),0.2,-1.2,-10,-3,-5,0,i,-4,-0.7,4
COc1ccc(OC)c(/C=C/C(=O)N(C)CC(=O)Nc2ccc(C)cc2)c1,-1.2,0.1,-3,0,-1,-3,i,2,-0.6,-9
COc1ccc(C(=O)Nc2ccc(Cc3ccncc3)cc2)cc1Br,0.0,-0.5,1,5,-2,0,i,-2,2.4,5
CCCC[n+]1c2ccccc2cc2ccccc21,-0.8,-1.2,31,13,8,0,i,4,2.7,-8
COC(=O)C1=C(C(=O)OC)[C@@H]2N(Cc3ccccc3)c3ccccc3[C@@]23C[C@@H](C(=O)OC)N(C(=O)NC2CCCCC2)C3=N1,0.3,-0.7,-6,9,-1,1,i,-2,1.1,-3
CCSCCOC(=O)C1=C(C)N(C)C(=O)NC1c1cc(OC)ccc1OC (stereo not drawn),-1.5,-0.4,-9,-3,0,0,i,-4,-1.4,-1
NC(=O)N1c2ccccc2C=Cc2ccccc21,-1.5&0.3,-0.9&0.0,-9&-3,-1&1,2&0,-4&8,i,0&1,-1.0&-0.7,-1&-4
Cc1cc(C(=O)OCC(=O)Nc2nccs2)c2ccccc2n1,-0.4,0.2,4,0,-2,1,i,4,2.8,3
COc1cc(C(=O)OCC(=O)N2CCN(C(C)=O)CC2)ccc1OCC(C)C,0.1,-0.5,-3,-2,-6,-2,i,1,0.2,1
COc1ccc2c(c1)C(=O)N(CCc1ccc(S(=O)(=O)NC(=O)NC3CCCCC3)cc1)C(=O)C2(C)C,-0.1,-0.9,-7,3,1,0,i,3,0.6,11
Cc1csc(NC(=O)c2cc[n+]([O-])cc2)n1,-0.2,3.1,-5,-3,3,0,i,-2,-0.4,1
COc1ccc(OC)c(NC(=O)CCN2CC(C)CC(C)C2)c1 (stereo not drawn),-1.9,.,-1,4,-3,-2,i,2,-2.1,11
COc1ccccc1NC(=O)CCn1c(=O)c2cccn2c2ccccc21,0.1,1.0,-7,4,-1,0,i,-1,1.8,-2
CC(C)(C)OC(=O)N1CCC(NC(=O)c2[nH]cnc2C(=O)Nc2cccc(Cl)c2)CC1,-0.2,0.6,-4,12,-5,-4,i,-1,3.5,3
CCN1CCN(c2ncnc3scc(-c4ccc(C)c(C)c4)c23)CC1,-0.5,-0.5,-9,-1,-1,0,i,3,-0.5,1
CCOC(=O)C1(Cc2ccccc2)CCN(Cc2cc(OC)c3c(c2)OCO3)CC1,0.1,-0.9,-1,-11,9,1,i,-5,0.7,3
CCOc1ccc(S(=O)(=O)Nc2ccccc2C(=O)Nc2ccccc2N2CCOCC2)cc1,0.2,1.5,-14,-1,-2,-4,i,6,1.2,0
O=C(N/N=C/c1ccccc1C(=O)O)c1ccncc1,-0.4,1.0,1,-1,4,1,i,-2,-1.4,3

# Filtered by structure, the entries above containing bromine (4)
SMILES,TbMetRS inhib,MsrA inh,Scp1 inh,NadD block,DNMT1 inh,STEP block,Rpn11 block,CSN inh,LMPTP inh,SUMO1-SIM PPI
CC1CCN(CC(O)COCCOc2ccc(Br)cc2)CC1 (stereo not drawn),0.0,-0.1,-5,-4,1,-3,i,-8,-1.2,0
Cn1c(N)c(Br)c(-c2ccc(F)cc2)c(C#N)c1=O,-0.7,3.3,-2,-4,7,0,i,-7,-1.4,1
CC(Nc1ccc(Br)cc1)C(=O)Nc1cccc(S(=O)(=O)N2CCOCC2)c1 (stereo not drawn),-0.3,-0.5,-5,-4,-2,-1,i,-2,-0.3,5
COc1ccc(C(=O)Nc2ccc(Cc3ccncc3)cc2)cc1Br,0.0,-0.5,1,5,-2,0,i,-2,2.4,5

# Further compounds follow:
SMILES,TbMetRS inhib,MsrA inh,Scp1 inh,NadD block,DNMT1 inh,STEP block,Rpn11 block,CSN inh,LMPTP inh,SUMO1-SIM PPI
O=C(Nc1nccs1)c1cccc(S(=O)(=O)N2CCCCC2)c1,-0.4,0.0,-3,-5,-3,0,i,-10,-2.1,7
O=C(CSc1ccc2nnc(-c3ccccc3)n2n1)NCc1ccc2c(c1)OCO2,0.1,-0.1,-7,3,0,2,i,-5,0.3,-8
COc1ccc(-n2ncc3c(NC(C)C)ncnc32)cc1,-0.8,-1.0,0,-8,1,-3,i,-2,-2.7,1
Cc1cc(C(=O)NNC(=O)/C=C/c2ccc(F)cc2)c(C)o1,-0.5,-1.5,-6,0,2,0,i,-6,0.7,-13
CCc1nc2ccc(C(=O)N(C)C(C)C)cn2c1N(CC)Cc1cccc(Br)c1,0.0,-1.0,.,3,1,2,i,-1,-2.7,-7
CCOc1ccc(C(=O)Nc2ccc(NC(=S)NC(=O)CC)cc2)cc1Cl,-0.4,-0.1,-2,-1,-2,-5,i,-13,0.1,1
Cc1n[nH]c(C)c1S(=O)(=O)N1CCCC(C(=O)NCc2ccccc2Cl)C1 (stereo not drawn),0.5,0.7,-5,3,1,-4,i,6,-2.1,3
Nc1nonc1-c1nc2ccccc2n1CC(=O)NC1CCCC1,0.1,1.8,-8,11,-1,-1,i,3,-0.1,17
CCOC(=O)c1sc(NC(=S)NC(=O)c2ccccc2)c(C(=O)OCC)c1C,-0.2,-0.8,-9,3,41,1,i,-3,1.0,-3
COc1ccc(NC2CCCN(C(=O)c3cc(C)nc4cc(F)ccc34)C2)cc1 (stereo not drawn),-0.7,0.1,1,-4,2,0,i,2,-1.1,1
CCCCN(C(=O)c1cc(S(=O)(=O)N2CCOCC2)ccc1Cl)c1c(N)n(CC(C)C)c(=O)[nH]c1=O,-0.4,-0.9,-3,-1,0,0,i,3,0.0,-1
COc1cc(NS(=O)(=O)c2ccc(N/C=C(\C#N)c3nc4ccccc4o3)cc2)nc(OC)n1,0.1,4.2,-6,17,2,1,i,-3,2.5,10
COc1ccc(/C=N/NC(=S)Nc2ccccc2[N+](=O)[O-])cc1O,-0.8,2.7,-13,5,-17,0,i,-1,0.9,-15
CN(C(=O)c1ccccc1)c1nc2ccccc2s1,-0.4,1.7,-12,-5,-1,-1,i,-1,0.7,-1
CN1CCN(C(=O)/C=C/c2ccc(Cl)cc2)CC1,-0.1,-0.1,-3,2,-3,0,i,-26,0.7,-4
C=CCC(NCc1ccccc1)c1ccc(OC)cc1 (stereo not drawn),-0.6,1.1,-2,-6,3,-3,i,0,-1.8,0
Cc1cc(C(=O)CSc2nnnn2C)c(C)n1CCc1ccc(Cl)cc1,-0.3,1.9,-5,0,4,-3,i,2,25,-1
Oc1[nH]c2ccccc2c1N=Nc1nncc2ccccc12,-1.1,1.8,-7,-2,-3,-3,i,4,0.6,-8
COc1ccc(C(C#N)N2CCCCC2)cc1OC (stereo not drawn),-1.0,-0.4,-4,-6,-1,-3,i,-1,0.1,2
COc1cccc(/C=C2/NC(=O)N(CC(=O)Nc3ccc(C)cc3)C2=O)c1OCc1cccc(C(=O)O)c1,0.0,1.2,79*,-6,1,11,i,37*,1.5,-31
CCN(CC(=O)NCc1ccc(Cl)cc1)C(=O)C1CCN(S(=O)(=O)c2ccc(OC)c(OC)c2)CC1,-0.3,-1.1,-3,3,0,0,i,-4,-8.9,-23
CCOC(=O)c1ccc(NC(c2ccc(N(C)C)cc2)P(=O)(OC(C)C)OC(C)C)cc1 (stereo not drawn),0.3,-1.3,-7,2,-6,0,i,-12,1.0,-6
O=[N+]([O-])c1ccccc1Oc1ccc(C(F)(F)F)cn1,-0.5,1.7,2,0,-1,-3,i,-1,-0.3,-9
Cc1ccc2nc(SCC(=O)Nc3nonc3N)[nH]c2c1,2.4,0.6,-8,5,-2,2,i,-3,-1.0,0
COc1ccc(/C=C/C(=O)NC(=S)Nc2ccc(C(=O)O)cc2)cc1,0.2,1.8,47,0,6,20,i,2,1.4,-5
O=S(=O)(O)c1ccc(N=Nc2ccccc2)cc1,-0.2,2.5,19,-1,1,2,i,2,-0.1,-18
Cc1ccc(C2NS(=O)(=O)N=C2N)cc1 (stereo not drawn),-0.4,-1.2,-8,-7,-1,-4,i,0,-0.8,-2
O=C(Nc1ccccc1)N1CCN(Cc2ccccc2)CC1,-0.2,-1.3,1,-4,3,-1,i,-8,-1.7,4

# Rows are unselected. About 3.9% of those tested had a hit in this group.
